High-throughput results: PubChem, Sanford-Burnham Center for Chemical Genomics
NLRP3 yeast inh: blocks the NALP3 inflammasome reconstituted in yeast; Yeast reconstituted NLRP3/ASC/caspase-1, beta-gal luminescence, 24 h; inhibition, % at 10 µM; 0.39% of 330,000 active; AID 2825;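 active means inhibition of 50% or more; inactive means inhibition below 50%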;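 further: plate controls were induced DMSO wells for no effect and uninduced yeast grown without galactose for full effect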
mIAP activ: mouse IAP activation; 0.24% of 330,000 active; activation factor at 10 µM; muIAP, CDP-Star luminescence, 30 min; active compounds read high; 1 = vehicle-only enzyme signal, 0 = enzyme-free wells;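 active means activation factor of at least 2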; further: the source names both 10 and 20 µM as test concentration; values of inactives mirror those of a sister screen read the other way
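Assay system: mouse IAP enzyme; reagent: chemiluminescent substrate CDP-Star; dosing: test compounds delivered from DMSO solution; schedule: 30 min at room temperature; measured by: luminescence from enzymatic CDP-Star hydrolysis; controls: DMSO-only wells and no-enzyme negative control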
A3A deaminase: blocks human APOBEC3A ssDNA deamination. P31941. recombinant A3A, FAM/TAMRA ssDNA deamination fluorescence. inhibition, % at 20 µM. 0.41% of 330,000 active. AID 493011;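 active means at least 40% inhibition at 20 µM here, with at most 30% in a related deaminase screen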;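 further: plate controls were A3A with DMSO for no effect and wells lacking A3A enzyme for full effect; some results filed as inactive read as strong as hits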
Target sequence (P31941 whole entry, looked up): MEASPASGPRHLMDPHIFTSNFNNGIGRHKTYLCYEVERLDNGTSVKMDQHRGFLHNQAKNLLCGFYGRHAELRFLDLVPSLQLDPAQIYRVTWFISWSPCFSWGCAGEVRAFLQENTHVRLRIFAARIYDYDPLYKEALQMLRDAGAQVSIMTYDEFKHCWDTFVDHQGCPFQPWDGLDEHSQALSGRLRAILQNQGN
tim10-1 inh: tim10-1 yeast growth inhibition; S. cerevisiae tim10-1 ts strain growth, BacTiter-Glo, 24 h; inhibition, % at 20 µM; 2.2% of 330,000 active;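 active means inhibition of at least 40%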;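 further: mutant grown at 25 °C; 0% = DMSO wells with yeast and 100% = wells holding no yeast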
A3G deaminase: inhibitors of human APOBEC3G DNA deaminase | Q9HC16 | recombinant A3G, ssDNA deamination FAM/TAMRA fluorescence | inhibition, % at 20 µM | 0.28% of 330,000 active;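 active means inhibition of at least 40% at 20 µM, with no more than 30% in the related APOBEC3A deaminase screen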;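 further: plate controls were DMSO wells with A3G for no effect and wells lacking A3G enzyme for full effect; some compounds called inactive have numbers as strong as hits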
Target sequence (Q9HC16 whole entry, looked up): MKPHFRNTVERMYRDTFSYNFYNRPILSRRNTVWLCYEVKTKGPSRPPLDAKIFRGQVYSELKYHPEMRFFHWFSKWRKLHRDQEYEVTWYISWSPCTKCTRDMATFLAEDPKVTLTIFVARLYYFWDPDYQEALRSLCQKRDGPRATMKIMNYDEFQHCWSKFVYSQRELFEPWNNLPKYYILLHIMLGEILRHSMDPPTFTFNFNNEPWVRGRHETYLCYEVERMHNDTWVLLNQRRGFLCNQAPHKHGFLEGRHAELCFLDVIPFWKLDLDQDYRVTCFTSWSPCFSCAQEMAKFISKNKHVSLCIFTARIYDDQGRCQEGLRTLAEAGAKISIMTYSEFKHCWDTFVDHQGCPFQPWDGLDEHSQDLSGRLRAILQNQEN
mIAP block: blocks mouse intestinal alkaline phosphatase; 0.2% of 330,000 active; purified mouse IAP, CDP-Star luminescence, 30 min; inhibition, % at 10 µM;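 active means inhibition of at least 40% at 10 µM in the primary screen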;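 further: plate controls were DMSO with enzyme for no effect and no enzyme wells for full effect; values of inactives mirror those of a sister screen read the other way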
hIAP block: human IAP inhibition. P09923. purified IAP, CDP-Star luminescence, 30 min. inhibition, % at 10 µM. 0.12% of 330,000 active. AID 2544;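 active means inhibition reaching a set limit with compound at 10 µM in the primary screen, cut at about 35% in these data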;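 further: plate controls were DMSO wells with enzyme for no effect and no-enzyme buffer wells for full effect; values of inactives mirror those of a sister screen read the other way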
Target sequence (P09923 whole entry, looked up): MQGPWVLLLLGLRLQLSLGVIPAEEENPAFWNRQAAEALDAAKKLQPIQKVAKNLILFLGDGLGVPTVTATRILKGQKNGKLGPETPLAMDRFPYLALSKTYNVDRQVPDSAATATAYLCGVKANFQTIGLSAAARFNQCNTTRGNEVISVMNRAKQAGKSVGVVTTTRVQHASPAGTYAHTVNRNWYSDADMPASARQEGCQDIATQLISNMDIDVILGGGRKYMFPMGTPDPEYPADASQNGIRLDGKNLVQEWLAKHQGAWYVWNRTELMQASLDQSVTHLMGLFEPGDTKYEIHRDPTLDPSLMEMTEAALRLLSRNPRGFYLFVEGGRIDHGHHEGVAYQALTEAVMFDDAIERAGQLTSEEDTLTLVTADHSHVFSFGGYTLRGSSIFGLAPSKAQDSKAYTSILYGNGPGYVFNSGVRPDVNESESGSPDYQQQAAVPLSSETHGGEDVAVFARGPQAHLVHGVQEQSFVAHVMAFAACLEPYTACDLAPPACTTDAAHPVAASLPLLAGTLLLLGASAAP
MIN6 prolif: induces beta-cell replication in MIN6 cells; MIN6 cells proliferation, ATPlite luminescence, 48 h; cells starved in 0.2% serum; 100% = growth in 10% serum; proliferation, % at 10 µM; 0.29% of 330,000 active; AID 2380;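 active means compounds whose signal lies at least 3.5 SD above the mean of all wells on their plate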;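 further: 0% = DMSO-treated cells in low-serum medium and 100% = 10% serum control; some compounds called inactive have numbers as strong as hits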
TIM10 inh: growth inhibitors of TIM10 yeast strain. AID 463195. 1.4% of 330,000 active. S. cerevisiae TIM10 strain growth, BacTiter-Glo luminescence, 24 h. inhibition, % at 10 µM;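 active means inhibition of 40% or more at the single tested concentration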;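 further: wild-type TIM10 isogenic control strain grown at permissive 25 °C; 0% = DMSO yeast wells and 100% = minimal medium wells without yeast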
Starred values were filed as active, the others as inactive; . = no result given. Not a hit list; about 4.6% have a hit in one of these screens.

[1] COc1ccc(Cn2c(C3CC3)nc3ccc(NC(=O)c4cccnc4)cc3c2=O)cc1
[2] O=C(N/N=C/c1cc(Br)c(Br)o1)c1ccc2c(c1)OCCO2
[3] COc1ccc(C(=O)CC2OC(=O)c3ccccc32)cc1OC (stereo not drawn)
[4] Cc1ccccc1OCC(O)Cn1c(=N)n(Cc2ccccc2)c2ccccc21 (stereo not drawn)
[5] COC(=O)[C@H](C)NC(=O)NC(C)CCc1ccccc1 (stereo partly drawn)
[6] Nc1ccc(C(=O)OCc2nc3cc4ccccc4cc3[nH]2)cc1
[7] O=C(C[C@H]1C[C@H](C(=O)N2CCCCC2)[C@@]2(CCc3ccccc3)c3[nH]c4ccc(Cl)cc4c3CCN2C1=O)NCCN1CCOCC1
[8] COc1ccccc1CCNC(=O)C(=O)NCC1OCCN1S(=O)(=O)c1ccc(OC)c(OC)c1 (stereo not drawn)
entry no. | 1 | 2 | 3 | 4 | 5 | 6 | 7 | 8
NLRP3 yeast inh | 6 | 34 | 1 | 11 | 2 | 10 | . | 13
mIAP activ | 0.98 | 0.77 | 1 | 1 | 1 | 1.1 | 1.3 | 0.89
A3A deaminase | -1 | 76* | -1 | -9 | 5 | -5 | 1 | 0
tim10-1 inh | 22 | 65* | 20 | 30 | 14 | -38 | 10 | 3
A3G deaminase | -7 | 28 | -11 | 2 | -5 | -8 | 2 | 6
mIAP block | 2 | 23 | -1 | 0 | -1 | -10 | -26 | 11
hIAP block | 8 | -2 | -4 | -23 | 3 | -9 | . | 16
MIN6 prolif | 2 | 0 | -4 | -7 | -3 | 0 | . | 5
TIM10 inh | 11 | 57* | -8 | 16 | -9 | -28 | -10 | 2

Compound profiles (already shown).
COc1ccccc1CCNC(=O)C(=O)NCC1OCCN1S(=O)(=O)c1ccc(OC)c(OC)c1 (stereo not drawn) is listed with NLRP3 yeast inh: 13; mIAP activ: 0.89; A3A deaminase: 0; tim10-1 inh: 3; A3G deaminase: 6; mIAP block: 11; hIAP block: 16; MIN6 prolif: 5; TIM10 inh: 2
O=C(N/N=C/c1cc(Br)c(Br)o1)c1ccc2c(c1)OCCO2 is listed with NLRP3 yeast inh: 34; mIAP activ: 0.77; A3A deaminase: 76*; tim10-1 inh: 65*; A3G deaminase: 28; mIAP block: 23; hIAP block: -2; MIN6 prolif: 0; TIM10 inh: 57*
COc1ccc(C(=O)CC2OC(=O)c3ccccc32)cc1OC (stereo not drawn) is listed with NLRP3 yeast inh: 1; mIAP activ: 1; A3A deaminase: -1; tim10-1 inh: 20; A3G deaminase: -11; mIAP block: -1; hIAP block: -4; MIN6 prolif: -4; TIM10 inh: -8

(cont.)
[9] O=C(NCCc1nc(-c2ccccc2)no1)c1ccccc1
[10] COc1ccc(S(=O)(=O)NCc2ccco2)c2ccccc12
[11] O=C(NCc1ccco1)C(=O)NCC1OCCN1S(=O)(=O)c1ccc(Br)cc1 (stereo not drawn)
[12] CCOC(=O)C1CCCN(Cc2ccc(O)c(OC)c2)C1 (stereo not drawn)
[13] COc1cccc(/C=C/C(=O)N2CCN(S(=O)(=O)c3ccccc3)CC2)c1OC
[14] CCN1CCCc2cc(CN(CCN3CCOCC3)C(=S)Nc3cccc(OC)c3)ccc21
[15] O=C(NCc1ccccn1)c1cccc(S(=O)(=O)Nc2ccc(F)cc2)c1
[16] O=C(Cn1cnc2c(nnn2Cc2ccc(F)cc2)c1=O)NC1CCCC1
entry no. | 9 | 10 | 11 | 12 | 13 | 14 | 15 | 16
NLRP3 yeast inh | 20 | -13 | 14 | 17 | -5 | 19 | -16 | 9
mIAP activ | 1.1 | 1.1 | 1 | 1.1 | 0.96 | 0.94 | 0.98 | 1
A3A deaminase | -6 | -4 | 4 | -2 | 14 | -1 | -3 | -2
tim10-1 inh | -11 | -3 | 24 | 1 | 12 | -9 | -1 | 18
A3G deaminase | -12 | -5 | -9 | 2 | 0 | 0 | -6 | -1
mIAP block | -7 | -11 | 0 | -12 | 4 | 6 | 2 | -4
hIAP block | -11 | -3 | -12 | -3 | -10 | 15 | 2 | 9
MIN6 prolif | 0 | 1 | 2 | -2 | -2 | 0 | 2 | -1
TIM10 inh | -6 | -7 | 9 | 6 | 12 | 20 | 2 | -6

[17] Cc1cc(N/N=C/c2cccc(Cl)c2)nc(-n2nc(C)cc2C)n1
[18] Cc1cc(NC(=O)COC(=O)c2cccc(OCc3ccccc3)c2)no1
[19] Cc1ccc(C(=O)NCCSCc2ccc(Cl)cc2Cl)cc1[N+](=O)[O-]
[20] Cc1cccc(OCC(=O)Nc2ccc3c4c(cccc24)CC3)c1C
[21] NS(=O)(=O)c1ccc(CCNC(=O)CSCc2ccccc2)cc1
[22] Cn1c(SCC(=O)Nc2ccc3nc(SCC(=O)NC4CC4)sc3c2)nnc1-c1ccccc1
[23] Cc1cc(C)c(OCC(=O)Nc2nc3ccccc3[nH]2)c(C)c1
[24] O=C(O)C1=C[C@H](c2coc3ccccc3c2=O)C[C@H](OCc2ccc(CO)cc2)O1
entry no. | 17 | 18 | 19 | 20 | 21 | 22 | 23 | 24
NLRP3 yeast inh | 26 | 11 | 31 | 17 | 19 | 6 | 10 | 9
mIAP activ | 1 | 1 | 0.84 | 0.9 | 1.1 | 1 | 0.94 | 0.98
A3A deaminase | 4 | 6 | 2 | -1 | 0 | -5 | -1 | -4
tim10-1 inh | 21 | 7 | 38 | 2 | 6 | 17 | -5 | 4
A3G deaminase | -8 | -5 | -4 | -6 | -8 | -4 | -1 | -12
mIAP block | -3 | -3 | 16 | 10 | -11 | -1 | 6 | 2
hIAP block | -8 | -4 | -6 | -2 | -5 | -1 | -18 | 7
MIN6 prolif | -2 | -1 | -4 | -1 | -3 | -1 | 1 | 4
TIM10 inh | 26 | -15 | 17 | 4 | -6 | 4 | 13 | 15

[25] Cc1ccc([N+](=O)[O-])cc1NC(=S)NC(=O)c1cccs1
[26] COc1cc(CN2CCCC(C)C2)ccc1OCc1ccccc1 (stereo not drawn)
[27] CC(c1ccccc1F)n1cc(C(=O)NCc2ccncc2)nn1 (stereo not drawn)
[28] CC1=NN(c2ccc(C(=O)O)c(N)c2)C(=O)C1
[29] O=C(CSc1ccc2ccccc2n1)Nc1ccc(N2CCOCC2)cc1
[30] Cc1cc(NC(=O)CCC(=O)N(Cc2ccccc2)C(C(=O)NC2CCCC2)c2ccc(C)o2)no1 (stereo not drawn)
[31] CC(=O)Nc1ccc(NC(=O)c2cc(-c3cc(C)c(C)cc3O)n[nH]2)cc1
[32] COc1cccc(NC(=O)CSc2nc(N)cc(N)n2)c1
entry no. | 25 | 26 | 27 | 28 | 29 | 30 | 31 | 32
NLRP3 yeast inh | -8 | 23 | 1 | 8 | 20 | 17 | -2 | 17
mIAP activ | 1 | 1 | 1 | 0.9 | 0.95 | 1 | 1.1 | 0.96
A3A deaminase | 1 | -4 | -3 | 72 | -1 | 3 | -5 | 1
tim10-1 inh | 1 | -19 | 5 | -4 | 3 | 6 | -4 | -36
A3G deaminase | -4 | -7 | -4 | 48 | -1 | 0 | -4 | -4
mIAP block | 0 | 0 | -1 | 10 | 5 | -1 | -7 | 4
hIAP block | 1 | -36 | -6 | 5 | 7 | -2 | -89 | 5
MIN6 prolif | -1 | -2 | 0 | -3 | 2 | -2 | -1 | 0
TIM10 inh | -23 | -19 | -2 | -1 | 0 | 21 | -18 | -24

[33] CC(C)CN(CC(C)C)S(=O)(=O)N1CCC(C(=O)NCc2ccccn2)CC1
[34] O=C(NNC1=NCCCCC1)Nc1cccc(Cl)c1
[35] Cc1ccccc1NC(=O)COC(=O)c1ccc2nc(C)c(C)nc2c1
[36] CC(=O)Nc1sc(N/N=C/c2ccccc2)nc1-c1ccc(C)cc1
[37] C=CCn1c(N)cc(=O)nc1SCC(=O)Nc1ccccc1C(N)=O
[38] CC(C)(C)NC(=O)/C=N/O
[39] CCOC(=O)c1c(NC(=O)C2CCCN(S(=O)(=O)c3ccc(C)cc3)C2)sc2c1CCCC2 (stereo not drawn)
[40] Cc1ccccc1NC(=O)CCC(=O)OCCCC(F)(F)C(F)(F)F
entry no. | 33 | 34 | 35 | 36 | 37 | 38 | 39 | 40
NLRP3 yeast inh | 3 | 3 | 16 | 29 | -10 | 22 | 18 | 3
mIAP activ | 0.97 | 1 | 1.1 | 0.74 | 1.1 | 0.9 | 0.98 | 0.92
A3A deaminase | -2 | -2 | 2 | -2 | 6 | -5 | 4 | -1
tim10-1 inh | 7 | 18 | 12 | 26 | 5 | -4 | 13 | 7
A3G deaminase | 1 | -6 | -8 | 0 | -11 | -5 | -4 | -5
mIAP block | 3 | -4 | -7 | 26 | -6 | 10 | 2 | 8
hIAP block | 8 | -8 | 6 | 9 | -10 | 9 | 22 | 6
MIN6 prolif | 0 | -3 | 4 | -1 | -3 | -2 | 0 | -1
TIM10 inh | -1 | 1 | -7 | 24 | -2 | 9 | 10 | 3

Sorted by SMILES length (ascending): part of the list above.
[9] O=C(NCCc1nc(-c2ccccc2)no1)c1ccccc1
[10] COc1ccc(S(=O)(=O)NCc2ccco2)c2ccccc12
[13] COc1cccc(/C=C/C(=O)N2CCN(S(=O)(=O)c3ccccc3)CC2)c1OC
entry no. | 9 | 10 | 13
NLRP3 yeast inh | 20 | -13 | -5
mIAP activ | 1.1 | 1.1 | 0.96
A3A deaminase | -6 | -4 | 14
tim10-1 inh | -11 | -3 | 12
A3G deaminase | -12 | -5 | 0
mIAP block | -7 | -11 | 4
hIAP block | -11 | -3 | -10
MIN6 prolif | 0 | 1 | -2
TIM10 inh | -6 | -7 | 12

Next part:
[41] CC1CCN(CC(=O)NNC(=O)c2cccc(Br)c2)CC1
[42] CCC1CCC/C1=N\NC(=O)c1ccoc1C (stereo not drawn)
[43] O=C1COc2ccc(C(=O)COC(=O)COc3ccccc3[N+](=O)[O-])cc2N1
[44] CC1(C)CC(=O)C(C=NCCN2CCNC2=O)=C(O)C1
[45] COc1c(NC(C)=O)c2ccccc2c2ccccc12
[46] Cn1c(=NC(=O)C2CCN(S(=O)(=O)c3cccs3)CC2)sc2ccccc21
[47] OC(c1ccc(Cl)cc1Cl)C(Cc1cccnc1)n1cncn1 (stereo not drawn)
[48] CCOC(=O)c1ccc(COC(=O)CCc2nc(-c3ccccc3)c(-c3ccccc3)o2)cc1
[49] O=C(Nc1cccnc1Cl)c1ccc(Cl)c([N+](=O)[O-])c1
[50] CN(C)C(CNC(=O)c1oc2ccccc2c1CSc1ncn[nH]1)c1ccco1 (stereo not drawn)
[51] COc1ccc(/C=C2\CCc3ccccc3C2=O)c(OC)c1OC
entry no. | 41 | 42 | 43 | 44 | 45 | 46 | 47 | 48 | 49 | 50 | 51
NLRP3 yeast inh | 20 | 7 | 4 | 12 | 5 | 9 | 5 | 4 | 4 | -10 | 8
mIAP activ | 1 | 0.97 | 1.1 | 1 | 1 | 1 | 0.98 | 0.96 | 1 | 0.93 | 0.96
A3A deaminase | -1 | 0 | -8 | 1 | 3 | 1 | -2 | 1 | -4 | 1 | 6
tim10-1 inh | -19 | -12 | 7 | 4 | 1 | 12 | -14 | 27 | 13 | 10 | 7
A3G deaminase | -6 | -1 | -7 | -3 | -2 | -5 | -2 | 0 | -6 | -6 | 1
mIAP block | -5 | 3 | -5 | 0 | -1 | -1 | 2 | 4 | -1 | 7 | 4
hIAP block | -70 | 3 | -2 | -11 | 1 | -16 | 5 | 7 | -11 | -15 | 5
MIN6 prolif | 0 | 0 | -3 | 0 | -2 | -1 | 0 | -4 | 0 | 2 | 0
TIM10 inh | 0 | 0 | -6 | 5 | 4 | 1 | -7 | 10 | 9 | 3 | 6
